MBD2 inh: MBD2-methylated oligo binding inhibition | TR-FRET, MBD2 binding to methylated oligonucleotide | inhibition, % at 4.4 µM | hit rate 0.31% among 370,000; in the data active = inhibition above about 13%
SIAE primary: inhibitors of human sialic acid acetylesterase SIAE; SIAE FP-Rh probe binding, fluorescence polarization; inhibition, % at 9.66 µM; hit rate 0.69% among 370,000;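 active = inhibition above a cutoff: mean of compounds within the control limits plus 3 SD of those, cut at about 17% in these data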;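 note: 0% = plate median of compound wells and 100% = probe without SIAE protein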
proKLK7 act: activates the human kallikrein-7 zymogen. hit rate 0.9% among 370,000. activation, % at 7 µM. AID 652039. P49862. purified proKLK7, EDANS-DABCYL substrate fluorescence; 100% is mature enzyme control, 0% vehicle;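 active = activation above the mean of all tested compounds plus 3 SD, computed per campaign excluding outliers beyond control limits, cut at about 13% in these data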
Target sequence (P49862 whole entry, looked up): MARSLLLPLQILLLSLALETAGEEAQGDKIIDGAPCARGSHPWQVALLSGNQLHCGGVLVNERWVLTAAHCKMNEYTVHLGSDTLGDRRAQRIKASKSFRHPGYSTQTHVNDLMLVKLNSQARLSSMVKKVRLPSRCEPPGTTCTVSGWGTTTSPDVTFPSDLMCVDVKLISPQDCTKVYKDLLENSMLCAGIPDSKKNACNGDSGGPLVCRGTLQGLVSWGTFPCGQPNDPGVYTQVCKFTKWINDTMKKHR
Tn6 DDE FP: disrupts Tn6 cyclic peptide binding to fibrin D-Dimer-E complex. Fibrin DD(E) TRITC-Tn6 fluorescence polarization displacement. inhibition, % at 8.3 µM. hit rate 0.21% among 370,000. AID 720509;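 active = inhibition above a per-campaign cutoff: mean of compounds within control limits plus 3 SD, cut at about 15% in these data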;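 note: 0% = median of all compound wells on the plate and 100% = blocking peptide control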
Target sequence (P02675 whole entry, looked up): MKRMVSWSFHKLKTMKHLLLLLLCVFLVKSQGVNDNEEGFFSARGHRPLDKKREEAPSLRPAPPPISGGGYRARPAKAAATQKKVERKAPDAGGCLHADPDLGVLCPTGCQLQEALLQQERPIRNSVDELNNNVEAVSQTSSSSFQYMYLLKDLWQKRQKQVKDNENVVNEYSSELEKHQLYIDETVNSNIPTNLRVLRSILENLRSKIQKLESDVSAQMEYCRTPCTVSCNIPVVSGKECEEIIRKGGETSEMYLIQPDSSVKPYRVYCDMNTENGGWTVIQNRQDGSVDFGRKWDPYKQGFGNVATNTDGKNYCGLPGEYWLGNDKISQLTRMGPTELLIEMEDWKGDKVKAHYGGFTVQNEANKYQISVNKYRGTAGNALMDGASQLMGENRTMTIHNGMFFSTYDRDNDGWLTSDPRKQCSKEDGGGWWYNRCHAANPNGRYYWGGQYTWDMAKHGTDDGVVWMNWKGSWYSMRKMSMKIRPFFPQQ
TDP2 inh: TDP2 (human) inhibition, absorbance primary screen; O95551; inhibition, % at 12.8 µM; hit rate 0.34% among 370,000; recombinant TDP2, T5PNP hydrolysis, p-nitrophenol absorbance 415 nm;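 active = inhibition above the mean of all tested compounds plus 3 SD, set per campaign, cut at about 25% in these data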;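 note: 0% = DMSO with enzyme and 100% = buffer with substrate but no TDP2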
Target sequence (O95551 whole entry, looked up): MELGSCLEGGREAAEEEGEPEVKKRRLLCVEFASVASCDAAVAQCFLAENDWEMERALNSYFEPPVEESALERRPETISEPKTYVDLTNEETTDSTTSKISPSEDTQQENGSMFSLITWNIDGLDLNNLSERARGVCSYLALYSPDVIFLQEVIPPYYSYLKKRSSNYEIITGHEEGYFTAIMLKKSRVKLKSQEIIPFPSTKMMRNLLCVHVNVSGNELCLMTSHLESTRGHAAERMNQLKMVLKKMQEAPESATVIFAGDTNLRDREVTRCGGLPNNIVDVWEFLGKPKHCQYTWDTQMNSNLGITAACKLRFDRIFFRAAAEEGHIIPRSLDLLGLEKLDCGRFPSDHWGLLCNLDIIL
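test system = human TDP2 enzyme | input = TDP2 enzyme at 120 nM final | medium = 50 mM Tris-HCl pH 7.5 with Mg2+, KCl, DTT, BSA | also added = T5PNP substrate, 5 mM | times = 2 h at 37 °C | technique = epi absorbance | benchmarks = high control without enzyme, low control DMSO plus TDP2 | replication = each compound tested once, singlicate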
PRMT1 FP inh: PRMT1 (human) inhibition, primary screen; Q99873; hit rate 1.3% among 370,000; inhibition, % at 2.79 µM; recombinant PRMT1, activity-based probe fluorescence polarization; AID 652257;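 active = inhibition above about 21% made by adding two undisclosed values, limit read from the data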
LEDGF integ inh: blocks HIV-1 LEDGF/p75-dependent DNA integration; inhibition, % at 3.7 µM; TR-FRET IN-LEDGF/p75 DNA integration, Eu/Cy5; hit rate 0.64% among 370,000;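 active = inhibition above the screen-wide mean plus 3 SD, cut at about 13% in these data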;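 note: signal is the Cy5 over europium emission ratio at 671 and 618 nm; 0% = plate median of compound wells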
DDE Tn7 FP inh: disrupts Tn7 cyclic peptide binding to fibrin D-Dimer-E complex. P02675. FP displacement of FITC-Tn7 peptide from fibrin DD(E); 0% = median of compound wells per plate. inhibition, % at 8.3 µM. hit rate 0.13% among 370,000. AID 720508;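 active = inhibition above the mean of compounds falling within the control limits plus 3 SD of them, cut at about 14% in these data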;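 note: 0% = plate median of compound wells and 100% = 10 µM Aha-Tn7 peptide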
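Also added: labelled Tn7 tracer, 0.1 µM; Assay system: human fibrin DD(E) protein; Amount: 2 µM fibrin DD(E); Schedule: 10 min compound pre-incubation, 3 h probe incubation at room temperature; Repeats: one replicate per compound; Read-out basis: percent inhibition; Measured by: fluorescence polarization of the labelled Tn7 tracer.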
UHRF1 MBD2 ctr: blocks human UHRF1 binding to methylated DNA; Q96T88; UHRF1 binding to methylated oligo, TR-FRET; inhibition, % at 4.4 µM; hit rate 0.75% among 370,000; in the data active = inhibition above about 21%;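 note: UHRF1 SRA domain binding a hemimethylated CpG hairpin DNA probe; 0% = median of test compound wells and 100% = reference inhibitor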
TCR-CD3 inh: human TCR-CD3 binding inhibition; inhibition, % at 9.4 µM; TAMRA-labeled TCR probe fluorescence, biochemical; hit rate 0.37% among 360,000; in the data active = inhibition above about 19%;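 note: recombinant mutant TCR 2C K166C tagged with TAMRA read by polarization; 0% = receptor in buffer alone and 100% = receptor with positive control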
* marks the source's active call; other numbers are inactive results; . = not tested or not shown.

MBD2 inh	SIAE primary	proKLK7 act	Tn6 DDE FP	TDP2 inh	PRMT1 FP inh	LEDGF integ inh	DDE Tn7 FP inh	UHRF1 MBD2 ctr	TCR-CD3 inh	structure
2	2	0.0	-5	-6	-1	-4	6	-2	6	Cn1c(N)c(C(=O)COC(=O)c2ccc3c(c2)C(=O)N(c2ccc(Cl)cc2)C3=O)c(=O)n(C)c1=O
-7	2	-0.5	1	6	-1	3	-5	-6	4	CCCn1c2ccc(F)cc2c2nnc(NN)nc21
-1	1	-1.1	-6	3	-2	3	-4	6	-8	CCN=c1sc(C(=O)Nc2ccccc2)c(C)n1CC
-7	-5	-0.4	2	-3	-6	5	1	-1	3	Cc1onc(-c2ccccc2)c1C(=O)OCC(=O)Nc1cc(S(=O)(=O)N2CCOCC2)ccc1Cl
1	7	0.2	-4	0	3	6	5	2	-4	CC1Cc2ccccc2N1C(=O)c1ccc(N2CCCC2)c([N+](=O)[O-])c1 (stereo not drawn)
-2	8	0.3	0	-5	-1	1	-4	-3	.	COC(=O)[C@H](CC(C)C)N(CCCc1cn(Cc2ccc(C)cc2)nn1)S(=O)(=O)c1ccccc1Br
1	-5	0.9	4	1	-5	0	6	1	7	CC(C)(C)NC(=O)c1cccc(NC(=O)Cc2cccs2)c1
0	-6	-4.2	4	3	5	-3	-5	2	-6	CC1CC(C)CN(c2oc(-c3ccccc3F)nc2C#N)C1 (stereo not drawn)
-6	2	-0.4	-5	7	0	4	-10	0	10	CCC(C)c1ccc(NC(=O)NCCN2CCCCC2)cc1 (stereo not drawn)
2	4	-0.2	4	7	-1	1	1	-1	4	CC(Sc1ncc(C(F)(F)F)cc1Cl)C(=O)NC(N)=O (stereo not drawn)
4	0	0.4	-4	-5	3	-1	1	3	-6	COc1ccc(-c2csc(C(O)c3cccc(OC)c3)n2)cc1 (stereo not drawn)
2	4	0.6	-3	-2	0	0	9	1	6	COc1cc(NC(=O)C2(C)CCCN2C(=O)C(C)C)cc(OC)c1OC (stereo not drawn)
6	-3	-0.5	5	-3	3	-2	1	8	-8	O=c1[nH]c2ccc(S(=O)(=O)Nc3ccccc3O)cc2[nH]1
-1	4	0.5	5	-12	0	3	-8	2	13	COc1cc(CN2CCCC(N3CCN(c4ccccc4C)CC3)C2)cc(Cl)c1O (stereo not drawn)
0	13	0.0	-3	-15	-1	-2	2	-1	8	CCn1c(CNC(=O)COc2ccc(C(C)C)cc2)nnc1SCC(=O)Nc1ccccc1C(C)C
1	-8	0.1	-2	7	-2	-1	1	7	0	COc1cc(C(=O)Nc2nnc(-c3sccc3C)s2)cc(OC)c1OC
-7	-1	2.3	4	8	3	-3	9	-1	1	C#CCSc1nnc(-c2sc(-c3ccccc3)nc2C)n1C
2	-1	1.0	-3	-12	2	-4	3	1	-2	CCOc1ccc(NS(=O)(=O)c2ccc(NC(=O)c3ccccn3)cc2)cc1
-4	-6	1.1	-1	1	-1	-1	2	1	0	Cc1cccc(-c2ccc3c(c2)[C@@H]2C[C@H]4[C@@H](CN2CC3)[C@H](C)ON4C)c1
0	-3	-0.2	-1	9	1	0	-7	6	3	C=CCc1c(C)nc2c(OC)cccc2c1Cl
-13	8	0.8	-3	-6	0	2	-3	-10	7	CCN1/C(=C2\C(=O)N(c3ccccc3)N=C2C)C=Cc2cc(C)ccc21
0	-4	-1.0	5	4	0	-1	0	1	2	CCn1c(=O)c(=O)[nH]c2cc(C(=O)NC3CC3)ccc21
0	-12	0.3	-3	-13	-1	2	-2	0	19*	CCOC(=O)c1sc(NC(=O)C(CC)OC(=O)c2ccco2)nc1C (stereo not drawn)
-2	1	0.1	-5	-8	0	1	2	-3	8	C=CCN([C@H](C(=O)OC)C(C)C)S(=O)(=O)CCNCc1ccccc1
0	10	0.8	0	7	-3	6	-1	2	13	COc1ccc(CCNC(=O)c2ccccc2-c2ccccc2C(=O)O)cc1OC
-4	0	-0.4	0	-7	-1	-1	-3	-1	2	COc1cc(NC(=O)CN2CCC(C(N)=O)(N3CCCCC3)CC2)c(OC)cc1Cl
-5	4	-0.5	4	7	2	2	6	2	-3	CC1=C(C(=O)OC(C)C)C(c2c(O)ccc3ccccc23)NC(=O)N1 (stereo not drawn)
0	-6	-0.1	-3	1	1	-4	2	5	-3	COc1ccc2c(-c3ccccc3)cc(SCC(=O)NC(N)=O)nc2c1
3	-1	0.8	-4	5	-1	0	1	-1	-4	Cc1cc(C)c(S(=O)(=O)NCC(=O)O)cc1C
2	13	-1.0	-3	-2	-1	1	-8	-3	5	Cc1cc(/C=N/NC(=O)c2ccc(O)cc2)c(C)n1C1CC1
3	11	0.3	-4	10	-2	16*	1	-2	-8	CCC(CC)NC(=O)Cc1ccc(S(=O)(=O)N2CCOCC2)s1
-8	17*	-7.7	-14	2	-1	-3	1	-5	-12	COc1cccc(/C=N/Nc2nc3ccccc3[nH]2)c1O
1	-3	0.5	-3	3	-2	1	-2	-4	5	Cc1oc2c(c(C)nn2-c2ccccc2)c(=O)c1Cl
0	-10	0.1	3	-6	3	-1	14*	1	-1	O=[N+]([O-])c1ccc(CP(=O)(c2ccccc2)c2ccccc2)cc1
4	3	0.3	-5	2	-1	0	-7	1	4	FC(F)(F)c1cc(C(F)(F)F)c2ccc(N3CCN(c4ncccn4)CC3)nc2n1
-1	5	0.3	0	-14	0	0	-1	-1	5	C=CCn1c(SCC(=O)Nc2cccc(S(=O)(=O)N(C)c3ccccc3)c2)nnc1C1CC1
-2	-1	-0.2	-10	6	-3	2	-2	-3	3	CCc1ccc(NC(=S)N2CCC(NC(=O)c3ccccc3)CC2)cc1
-4	3	-0.4	0	-3	-3	2	4	-2	12	O=C1c2cccnc2C(Nc2ccc(F)c(Cl)c2)N1Cc1cccs1 (stereo not drawn)
3	2	0.0	1	16	-2	0	-2	0	7	Cc1ccc(NS(=O)(=O)N2CCOCC2)cc1Cl
-6	1	0.0	9	13	-4	1	6	-5	4	CCC(=O)Nc1ccc(S(=O)(=O)Nc2cccc(C)c2)cc1OC
-3	-10	-0.3	-2	-12	-4	8	-4	1	3	COc1ccc(Cl)cc1NC(=O)CN(C)C(=O)c1cn(-c2ccccc2)nc1-c1cccs1
-4	2	0.8	1	-1	-2	1	7	1	-7	COc1ccccc1CNS(=O)(=O)c1ccc2c(c1)NC(=O)CS2
7	-10	0.3	-3	-10	4	0	-1	7	-3	COc1ccc(NC(=O)CSc2nc3ccccc3c(=O)n2CCNC(C)=O)cc1
7	-3	-0.5	-6	-9	8	-4	-6	4	-4	COc1ccc(NC(=O)COc2ccccc2Cc2ccccc2)cc1S(=O)(=O)N1CCOCC1
0	5	-1.0	9	-8	4	-11	0	2	-3	Cc1ccc(NC(=O)CCC(=O)NNC(=S)Nc2ccc(F)cc2)c(C)c1

Another view of some results above.
SMILES: O=C1c2cccnc2C(Nc2ccc(F)c(Cl)c2)N1Cc1cccs1 (stereo not drawn)
  MBD2 inh: -4
  SIAE primary: 3
  proKLK7 act: -0.4
  Tn6 DDE FP: 0
  TDP2 inh: -3
  PRMT1 FP inh: -3
  LEDGF integ inh: 2
  DDE Tn7 FP inh: 4
  UHRF1 MBD2 ctr: -2
  TCR-CD3 inh: 12

SMILES: Cc1ccc(NS(=O)(=O)N2CCOCC2)cc1Cl
  MBD2 inh: 3
  SIAE primary: 2
  proKLK7 act: 0.0
  Tn6 DDE FP: 1
  TDP2 inh: 16
  PRMT1 FP inh: -2
  LEDGF integ inh: 0
  DDE Tn7 FP inh: -2
  UHRF1 MBD2 ctr: 0
  TCR-CD3 inh: 7

Continued.
MBD2 inh	SIAE primary	proKLK7 act	Tn6 DDE FP	TDP2 inh	PRMT1 FP inh	LEDGF integ inh	DDE Tn7 FP inh	UHRF1 MBD2 ctr	TCR-CD3 inh	structure
-3	-2	0.4	9	-7	-4	-1	2	-3	8	Cc1ccc(NC(=O)CO/N=C(\N)c2nonc2N)cc1
10	-7	0.9	-1	11	-3	3	-10	7	2	O=C(Nc1cc(Cl)ccc1Cl)P(=O)(O)c1ccccc1
2	-2	-0.6	2	1	0	-4	-2	4	-9	CCN(CC)S(=O)(=O)c1cc(NC(=O)C2CSC3(C)CCC(=O)N23)ccc1C (stereo not drawn)
2	2	0.1	1	3	-3	5	5	-3	-1	O=C(CCCSCCCC(=O)NN=Cc1ccccc1)NN=Cc1ccccc1
-2	-9	0.2	-7	13	-4	-1	3	-1	-1	O=C(Nc1ccc(Cl)cc1)c1ccc(OC2CSC2)cc1
2	5	0.2	0	-2	-2	-1	-6	-4	-1	N#Cc1cccc(-c2cn(S(=O)(=O)c3ccc(Cl)cc3)nc2N)c1
-7	0	-0.7	-3	-8	-1	3	7	-9	10	O=C(N/N=C/c1ccc[nH]1)c1sc2ccccc2c1Cl
-3	3	-0.5	-9	-1	3	-6	1	-2	-7	COc1cc(/C=N/Nc2ccc([N+](=O)[O-])cn2)cc(OC)c1O
-3	-4	-0.1	-5	0	5	-3	-10	3	-7	O=C(NC1CCCC1)[C@@H]1CCCN1C(=O)[C@@H](NS(=O)(=O)c1ccc(F)cc1F)C1CCCCC1
0	7	-0.3	-2	-6	3	-4	4	-1	3	COCCNC(=O)COc1cccc(Oc2ccccc2)c1
2	23*	-0.1	5	-8	-3	1	-5	2	.	O=C1[C@@H](C2CC2)[C@@H]2c3ccccc3C=NN2[C@@H]2c3ccccc3C=NN12
-6	2	3.2	6	-6	-1	1	1	-4	-3	O=C1NC2(Nc3ccccc31)C(=O)Nc1ccccc12 (stereo not drawn)
-2	-5	0.5	3	-4	2	1	8	0	2	Cc1ccccc1CN(C)C1CCN(C)CC1
-2	4	-0.7	-2	8	-1	0	-5	-1	6	CN(Cc1ccccc1)C(=O)C1CCCN(Cc2ccc(Cl)cc2)C1 (stereo not drawn)
-2	-1	-0.2	-2	2	2	-5	2	2	-3	O=C(COC(=O)c1cccc(C(F)(F)F)c1)NCc1ccccc1
-3	4	-2.0	7	9	0	-4	-4	-5	1	CC1=CC(C)(C)Nc2ccc(OC(=O)CN3C(=O)CCC3=O)cc21
2	-1	0.0	3	-7	0	-2	1	2	1	Cc1cc(C(=O)Nc2cc(S(C)(=O)=O)ccc2Cl)c(C)o1
0	-7	0.2	7	0	3	1	2	-1	2	O=C(OCCCc1cc2ccccc2c(=O)o1)c1ccccc1C(F)(F)F
1	1	4.0	-8	-17	-1	3	5	5	-2	O=C(Oc1ccc2c(-c3ccccc3)cc(=O)oc2c1)C1CCCCC1
-8	6	-0.8	-1	13	9	-11	-2	-4	-10	CCc1ccc2cccc3c2c1N=CN3C
-3	1	-0.3	11	-6	7	-1	2	0	11	C/C(=N/NS(=O)(=O)c1ccc(C)cc1)c1c[nH]c2ccccc12
-2	2	-1.1	-1	-3	1	-3	1	2	-3	O=C(CNC(=O)N1CC(=O)Nc2ccccc21)NCc1ccc(Cl)cc1
1	3	4.1	0	9	-2	2	-1	0	-3	CCc1cc2c(=O)c(-n3cnc4ccccc43)coc2cc1O
-9	4	-0.7	-2	0	3	5	-4	0	-2	Clc1ccccc1-c1ccc(/C=N/n2cnnc2)o1
0	-11	0.4	6	-12	-1	-1	5	0	8	COc1ccc(OCC(O)CN2CC(C)OC(C)C2)cc1 (stereo not drawn)

Screens (PubChem BioAssay)
